Screening data: PubChem BioAssay, The Scripps Research Institute Molecular Screening Center
SIAE primary: human SIAE inhibitors, primary screen, biochemical, fluorescence polarization, FP-Rh probe, 1536-well HTS; inhibition, % at 9.66 µM; actives 0.69% (n = 370,000); SIAE FP-Rh probe binding; AID 1053197, 2014; Sialate O-acetylesterase (Homo sapiens), Q9HAT2;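 active = inhibition above a cutoff: mean of compounds within the control limits plus 3 SD of those, cut at about 17% in these data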;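 note: 0% = plate median of compound wells and 100% = probe without SIAE protein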
LEDGF integ inh: blockers of LEDGF/p75-dependent integrase strand transfer – biochemical, TR-FRET, high throughput, primary screen. HIV-1 integrase (with human LEDGF/p75). TR-FRET IN-LEDGF/p75 DNA integration, Eu/Cy5. inhibition, % at 3.7 µM. actives 0.64% (n = 370,000). AID 743269, 2014;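 active = inhibition above the screen-wide mean plus 3 SD, cut at about 13% in these data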;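 note: signal is the Cy5 over europium emission ratio at 671 and 618 nm; 0% = plate median of compound wells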
UHRF1 binding: UHRF1 methylated DNA binding inhibitors, primary screen, counter-screen for MBD2 inhibitor project, biochemical, TR-FRET, human UHRF1, single concentration | UHRF1 binding to methylated oligo | inhibition, % at 4.4 µM | actives 0.75% (n = 370,000) | AID 687016, 2013; in the data active = inhibition above about 21%;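 note: UHRF1 SRA domain binding a hemimethylated CpG hairpin DNA probe; 0% = median of test compound wells and 100% = reference inhibitor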
Target sequence (Q96T88 whole entry, looked up, the tested form may be a part): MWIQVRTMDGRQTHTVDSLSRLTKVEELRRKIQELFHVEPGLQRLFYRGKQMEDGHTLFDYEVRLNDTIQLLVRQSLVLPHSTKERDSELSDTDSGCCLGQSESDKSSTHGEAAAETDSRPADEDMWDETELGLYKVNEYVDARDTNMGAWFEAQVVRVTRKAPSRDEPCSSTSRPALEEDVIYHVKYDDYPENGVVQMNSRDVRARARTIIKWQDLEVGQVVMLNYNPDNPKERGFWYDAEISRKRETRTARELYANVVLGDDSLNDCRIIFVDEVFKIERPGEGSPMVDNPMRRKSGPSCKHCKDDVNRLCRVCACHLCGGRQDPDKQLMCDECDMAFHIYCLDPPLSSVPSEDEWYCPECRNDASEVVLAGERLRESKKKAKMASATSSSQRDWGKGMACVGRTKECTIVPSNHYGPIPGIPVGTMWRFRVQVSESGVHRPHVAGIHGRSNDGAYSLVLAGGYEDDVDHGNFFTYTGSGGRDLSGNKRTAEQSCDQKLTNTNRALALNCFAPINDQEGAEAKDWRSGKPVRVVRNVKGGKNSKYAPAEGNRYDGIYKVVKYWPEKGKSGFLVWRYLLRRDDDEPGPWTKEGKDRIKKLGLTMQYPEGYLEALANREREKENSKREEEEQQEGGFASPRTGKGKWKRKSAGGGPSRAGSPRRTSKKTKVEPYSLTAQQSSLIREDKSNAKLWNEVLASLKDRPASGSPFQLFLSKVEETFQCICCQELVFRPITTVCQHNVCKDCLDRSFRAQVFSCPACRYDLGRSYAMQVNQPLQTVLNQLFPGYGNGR
PRMT1 inh: PRMT1 methyltransferase inhibitors, primary screen, biochemical, fluorescence polarization | Protein arginine N-methyltransferase 1 (Homo sapiens), Q99873 | recombinant PRMT1, activity-based probe fluorescence polarization | inhibition, % at 2.79 µM | actives 1.3% (n = 370,000) | AID 652257, 2013;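 active = inhibition above about 21% made by adding two undisclosed values, limit read from the data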
TDP2 inh: human TDP2 enzyme inhibitors, primary screen, biochemical, epi absorbance, recombinant enzyme; Tyrosyl-DNA phosphodiesterase 2 (Homo sapiens), O95551; T5PNP hydrolysis, p-nitrophenol absorbance 415 nm; inhibition, % at 12.8 µM; actives 0.34% (n = 370,000); AID 720702, 2013;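 active = inhibition above the mean of all tested compounds plus 3 SD, set per campaign, cut at about 25% in these data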;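 note: 0% = DMSO with enzyme and 100% = buffer with substrate but no TDP2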
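Evaluation: % inhibition relative to enzyme-containing and enzyme-free wells. Material: recombinant human TDP2. Benchmarks: enzyme-free and DMSO wells. Timing: enzyme reaction with compound for 2 h at 37 °C. Compound dosing: 12.8 µM only. Measured by: p-Nitrophenol epi absorbance. Reagent: T5PNP substrate at 5 mM, a TopII-DNA adduct mimic. Replication: single well per compound.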
HTRA1 inh: HTRA1 serine protease inhibitors, primary screen, biochemical, fluorescence polarization, HTS. inhibition, % at 5.96 µM. actives 0.5% (n = 340,000). AID 504803, 2011. recombinant HTRA1, FP-rhodamine activity-based probe. Q92743; in the data active = inhibition above about 36%;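 note: 0% = enzyme with DMSO and 100% = wells lacking enzyme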
PG9 binder: binders of HIV-1 gp120 antibody PG9, primary screen, biochemical, TR-FRET. TR-FRET gp120-PG9 antibody binding. AID 624416, 2012. HIV-1 gp120 / PG9 antibody interaction. inhibition, % at 6.7 µM. actives 0.43% (n = 360,000); in the data active = inhibition above about 8.5%
Tn7 DDE FP: inhibitors of Tn7 peptide binding to fibrin DD(E), primary screen, biochemical, fluorescence polarization, human fibrin, Tn7 probe. FP displacement of FITC-Tn7 peptide from fibrin DD(E); 0% = median of compound wells per plate. inhibition, % at 8.3 µM. actives 0.13% (n = 370,000). AID 720508, 2013;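 active = inhibition above the mean of compounds falling within the control limits plus 3 SD of them, cut at about 14% in these data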;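 note: 0% = plate median of compound wells and 100% = 10 µM Aha-Tn7 peptide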
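Measure: % inhibition scaled between sample-field median and high-control FP; Test system: human fibrin DD(E); Quantity: 2 µM final DD(E) protein; Doses: one dose, 8.3 µM nominal; Schedule: compound with protein 10 min, then 3 h after probe, room temperature; Detection: fluorescence polarization; Medium: Tris buffer with calcium and detergent, pH 7.8.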
TCR CD3 inh: inhibitors of human TCR-CD3 interaction, primary screen, biochemical, fluorescence, TAMRA-labeled TCR probe. AID 651800, 2012. T-cell receptor (TCR). inhibition, % at 9.4 µM. actives 0.37% (n = 360,000); in the data active = inhibition above about 19%;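 note: recombinant mutant TCR 2C K166C tagged with TAMRA read by polarization; 0% = receptor in buffer alone and 100% = receptor with positive control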
ABHD4 inh: ABHD4 inhibitors, primary screen, biochemical, fluorescence polarization, mouse | (Lyso)-N-acylphosphatidylethanolamine lipase (Mus musculus), Q8VD66 | purified mABHD4, FP-Rh probe fluorescence polarization | inhibition, % at 8.92 µM | actives 0.54% (n = 370,000) | AID 720543, 2013;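 active = inhibition exceeding the mean over every tested compound plus 3 SD, cut at about 30% in these data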;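 note: 0% = plate median of compound wells and 100% = S159A mutant with DMSO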
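Test system: mABHD4 protein | Buffer or medium: HEPES pH 7.0 buffer, 150 mM NaCl, 0.01% Pluronic F-127 | Probe or stimulus: FP-Rh fluorescent activity-based probe, added after compound pre-incubation | Timing: Pre-incubation 45 min, probe exposure 60 min, at 25 °C | Technique: Fluorescence polarization, excitation 525 nm, emission 598 nm, BODIPY TMR filters | Repeats: Single well per compound (singlicate)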
Active calls of the source: *; x = not tested or not shown.

Compound	PRMT1 inh	TDP2 inh	ABHD4 inh	PG9 binder	SIAE primary	Tn7 DDE FP	LEDGF integ inh	HTRA1 inh	UHRF1 binding	TCR CD3 inh
CCCN(C(=O)c1cc(S(=O)(=O)N2CCCCC2)ccc1Cl)C1CCS(=O)(=O)C1 (centres undefined)	1.5	12.8	-3.2	-1.3	-3.2	-0.6	1.5	-13.2	1.4	4.4
CCN(CC(=O)Nc1ccc(NC(C)=O)cc1)C(=O)c1cc(-c2ccccc2Cl)nc2ccccc12	-0.1	-9.2	-6.6	0.4	1.4	0.0	-3.8	-6.4	0.6	-2.5
COCCNC(=O)C(=O)Nc1cc2c3c(c1)CC(=O)N3CCC2	-0.6	18.0	4.0	-1.8	-1.4	-2.5	-0.8	0.7	0.6	6.6
Cc1ccc(C2NC(c3ccc(C)cc3)C(C)C(=O)C2C)cc1 (centres undefined)	2.6	-7.5	-10.7	-0.6	-0.6	4.7	-5.0	-6.3	2.9	-0.3
O=C(C[n+]1cc(-c2ccc(Cl)c(Cl)c2)n2c1CCC2)c1cccs1	7.0	1.4	6.1	0.9	-0.8	4.4	0.9	-2.5	-0.7	-4.1
CC(=O)Nc1ccc(S(=O)(=O)N(C)CC(=O)OC(C)C(=O)NC2CCCC2)cc1 (centres undefined)	-0.5	6.4	7.5	-3.9	1.5	-1.0	-0.1	1.9	2.0	-9.4
Cc1ccc2nc(SCC(=O)c3c(N)n(C4CC4)c(=O)[nH]c3=O)[nH]c2c1	-1.6	-17.3	-2.5	-0.8	-2.6	0.3	-1.0	-1.5	4.5	-11.5
COC(=O)C(CCSC)NC(=O)Cn1ncc2c(=O)oc3ccccc3c21 (centres undefined)	-1.9	2.5	1.6	0.2	1.8	-2.3	4.8	0.7	-1.6	0.5
COc1ccc(-n2c(SCC(=O)O)nc3sc4c(c3c2=O)CCCC4)cc1	0.4	-4.6	-2.0	-0.8	-2.5	-7.1	2.0	-5.0	1.4	6.0
CCOC(=O)CSc1nnc(-c2cccnc2)n1C	2.7	-2.3	2.7	1.1	7.8	2.6	-4.8	3.9	1.3	-3.3
O=S1(=O)CC/C(=N/Nc2ccc(C(F)(F)F)cn2)c2cc(F)ccc21	-1.6	6.7	-9.1	-1.6	4.0	3.2	-2.0	1.8	-1.3	2.7
CC1CN(CCCCOc2ccc3ccccc3c2)CC(C)O1 (centres undefined)	-1.0	3.4	8.9	3.4	2.4	10.7	0.3	6.9	-3.9	-0.8
NC(=O)Nc1ccc(C(=O)OCC(=O)NC2CCCCC2)cc1	2.1	8.4	-0.3	1.9	-2.7	2.4	1.7	0.8	-2.0	-1.6
COc1cc2c(cc1OC)CN(C(=O)C1(c3ccccc3)CC1)CC2	0.7	-0.1	-0.6	2.2	5.3	-3.4	1.9	0.1	2.5	-7.3
CCNC(=O)/C(C#N)=C/c1c(N2CCN(Cc3ccc4c(c3)OCO4)CC2)nc2c(C)cccn2c1=O	-1.1	2.8	-7.9	1.7	-0.9	2.0	-2.5	11.5	-1.9	-4.1
COC(=O)c1ccc(NC(=O)Cn2nnc3ccccc32)cc1	-2.0	-2.4	1.7	-1.8	0.8	-9.9	2.6	-3.7	-1.3	4.4
COc1ccc(C2=NN(C(=O)c3ccncc3)C(c3ccccc3O)C2)cc1 (centres undefined)	0.5	-0.1	-2.9	-0.5	-2.6	-0.7	-4.8	-31.2	0.3	-4.7
Cn1ccnc1C(O)c1ccccc1 (centres undefined)	2.5	-0.9	2.9	-3.2	-8.0	-1.1	-0.5	-4.4	1.0	-2.8
O=S(=O)(NCCOc1cccc2cccnc12)c1ccc(F)cc1	1.6	2.4	1.1	1.7	-1.5	2.8	2.9	4.4	1.2	-11.4
FC(F)(F)c1ccc(CN2CCN(Cc3ccco3)CC2)cc1	1.4	7.6	7.3	-1.1	6.8	4.0	3.0	0.1	-2.1	7.7
Cc1cc(C(=O)NCC2CCCCC2)ccc1[N+](=O)[O-]	-6.8	-11.9	-13.2	-0.8	-11.5	-7.0	7.5	-9.1	1.2	-3.1
Cc1ccc(NC(=O)CN2C(=O)S/C(=C\c3ccc(-c4cccc(C(=O)O)c4C)o3)C2=O)cc1C	9.5	-8.3	-0.5	-1.2	-3.4	-3.5	1.2	-11.3	12.2	-4.8
CC(=O)c1c(C)[nH]c(C(=O)OCC(=O)NCCC2=CCCCC2)c1C	-2.9	-16.2	-5.4	-0.5	1.8	3.1	3.2	-5.7	2.2	-6.7
O=C(OCC#CCSc1nnc(-c2cccc3ccccc23)o1)c1cccc2[nH]ccc12	-2.4	2.1	0.0	-2.6	-51.8	-3.0	0.3	-4.3	0.1	-4.3
O=C(N/N=C/c1c[nH]c2ccccc12)c1ccn[nH]1	-6.3	-14.3	-7.2	-1.3	0.6	-5.0	2.6	-5.5	0.8	1.7
COC(=O)c1ccccc1NC(=S)N(Cc1ccc2c(c1)OCO2)Cc1cc2cccc(C)c2[nH]c1=O	0.1	11.8	1.3	0.1	-5.1	1.9	-1.0	6.8	3.9	-6.8
O=C(COC(=O)c1c2c(nc3ccccc13)/C(=C\c1cccs1)CCC2)Nc1ccccc1	-0.9	-11.2	-15.9	-2.5	-108.8	-0.2	-2.4	-106.3	-0.3	15.5
Cc1ccc2c(c1)C1CS(=O)(=O)N(Cc3ccccc3)C(=O)N1C2 (centres undefined)	-4.7	-3.9	-3.2	x	3.4	2.7	0.3	x	0.6	x
COc1ccc(CNC(=O)CS(=O)CC(=O)O)cc1OC (centres undefined)	3.7	9.5	3.4	0.5	1.7	-4.4	-1.2	4.5	-0.9	5.1
CC(/C=N/Nc1ccc2nncn2n1)=C\c1ccccc1	-0.8	6.8	4.0	-3.4	-0.4	-0.3	-3.0	9.7	1.3	-1.9
COCCNC(=O)CCCn1c(=O)c2ccccc2n(CC(=O)NCCC2=CCCCC2)c1=O	1.1	-2.5	6.6	1.3	-4.5	6.2	-1.7	1.6	3.4	0.1
CC(C)C[C@@H](CN1CCC[C@@H]1CN1C(=S)NC[C@@H]1Cc1ccc(O)cc1)N1C[C@H](Cc2ccc(O)cc2)N(CC2CCCCC2)C1=S	-1.5	-6.1	-11.0	-1.4	-13.5	-0.1	-3.5	x	0.2	-4.3
O=C(CN1CCSCC1)N/N=C/c1ccccc1F	0.2	5.2	7.4	1.4	-1.9	5.8	-1.9	3.1	2.0	2.1
N=C1C(c2ccccc2)=C(O)CN1c1ccc2c(c1)OCO2	1.1	-6.7	3.0	-0.7	4.6	1.7	0.4	-9.9	0.9	-2.4
CSc1ccc(/C=N/n2c(C)nnc2C)cc1	3.3	-13.1	-8.6	1.5	1.5	12.3	-4.2	7.9	4.2	-6.1
Cc1nc2ccccc2nc1N1CCCCC1	-4.2	3.5	1.3	0.1	-7.0	-2.8	-0.5	-4.6	0.9	6.3
COc1cc(OC)c(OC)cc1CN(C)CCc1ccccn1	4.7	-6.3	11.0	0.3	-1.3	6.5	4.0	8.0	4.1	-4.4
CCc1cccc(NC(=O)Nc2ccc3c(c2)OCO3)c1	3.9	-1.3	-8.7	-2.8	3.2	0.0	-0.6	3.8	2.1	-6.7
CCOc1ccc(CCNC(=O)COC(=O)c2ccccc2O)cc1OCC	-2.8	12.6	-2.1	0.8	0.0	3.6	0.1	1.8	1.1	9.3
COc1ccc(/C=C/CN2CCN(Cc3ccc(C)cc3)C(CCO)C2)cc1 (centres undefined)	-1.2	3.2	3.6	0.0	-2.1	3.7	-5.6	2.5	-0.9	2.7
COc1ccc(NC(=S)NCc2ccco2)cc1	-3.4	3.8	-1.4	-1.1	2.6	6.7	-1.7	0.5	-0.5	5.1
COc1ccc(N(CC(=O)N2CCc3ccccc32)S(=O)(=O)c2c(C)nn(C)c2C)cc1	4.4	7.7	3.4	0.0	7.3	-3.6	-2.2	-17.2	0.7	-1.1
O=C(COC(=O)CN1C(=O)c2ccccc2C1=O)Nc1ncc(Cl)cc1Cl	4.0	4.6	7.5	-1.0	1.2	0.4	0.4	8.8	-0.3	6.1
O=C(CSc1ccccn1)N/N=C/c1cccc([N+](=O)[O-])c1	-0.8	-4.4	1.5	-0.8	-0.9	-1.7	2.7	5.0	-0.4	3.9
COc1ccc(N(CC(=O)NCCSC2CCCCC2)S(=O)(=O)c2ccccc2)c(OC)c1	1.0	-29.7	0.4	-0.4	-10.2	3.9	3.0	-14.8	2.4	0.7
Cc1ccn2c(=O)nc(SCC(=O)NCc3ccccc3)nc2c1	-0.1	19.1	2.6	-2.0	7.3	2.4	3.0	3.9	-0.9	-0.2
O=C(COc1ccc(NC(=O)c2ccccc2)cc1)c1ccccc1	8.3	-9.0	-12.5	-0.8	-0.7	2.9	-1.3	-13.8	7.9	-5.2
O=C(CSc1nnc(CNC(=O)c2ccc(F)cc2)o1)NCc1ccc2c(c1)OCO2	11.4	-5.7	1.9	-1.3	-1.3	-2.8	1.8	4.2	-1.7	-0.1
CC1CCN(CC(C)CNC(=O)c2cc(-c3ccccn3)nc3ccccc23)CC1 (centres undefined)	-1.1	-3.0	1.3	0.4	-4.7	2.2	-3.2	4.7	-8.0	6.0
Cc1ccc(/C=C/C(=O)N2CCCC(C)C2)cc1 (centres undefined)	-1.0	-3.4	-6.0	-1.1	5.1	2.8	6.9	1.0	-0.8	-7.5
